TAAR1 ag = human TAAR1 agonists, primary screen, Fluo-8 calcium fluorescence, CHO RD-HGA16 cells | Trace amine-associated receptor 1 (Homo sapiens), Q96RJ0 | vehicle wells 0%, saturating PEA agonist 100% | activation, % at 3 µM | 360,000 compounds, 0.99% hits | AID 624467, 2012;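 active = activation above the mean activation of all test compounds in the run plus 3 SD, cut at about 38% in these data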
Target sequence (Q96RJ0 whole entry, looked up): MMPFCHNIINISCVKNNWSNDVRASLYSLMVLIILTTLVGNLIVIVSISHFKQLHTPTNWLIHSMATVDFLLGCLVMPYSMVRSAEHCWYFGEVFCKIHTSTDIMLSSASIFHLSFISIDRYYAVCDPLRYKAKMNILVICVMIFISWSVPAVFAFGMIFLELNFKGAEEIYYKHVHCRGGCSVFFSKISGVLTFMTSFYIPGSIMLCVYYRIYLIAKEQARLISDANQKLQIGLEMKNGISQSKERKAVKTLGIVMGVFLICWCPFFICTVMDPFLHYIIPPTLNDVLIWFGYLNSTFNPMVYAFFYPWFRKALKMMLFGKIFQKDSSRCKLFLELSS
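Test system: RD-HGA16 (CHO) cells co-expressing Gα16 and hTAAR1 | Doses: Single dose, 3 µM | Schedule: 17-24 h seeding, 75 min 37 °C dye, 30 min RT | Evaluation: % activation from peak over basal fluorescence ratio, DMSO-to-PEA scaled | Technique: Kinetic Fluo-8 calcium fluorescence | Benchmarks: Low control DMSO, high control PEA (EC100)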
M5 antag = human M5 muscarinic receptor antagonists, primary screen, CHO cells, Fluo-8 calcium fluorescence; Muscarinic acetylcholine receptor M5 (Homo sapiens), P08912; CHO-hM5 cells, ACh EC80; inhibition, % at 3 µM; 360,000 compounds, 0.59% hits;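 active = inhibition above a per-plate cutoff, the mean of that plate's test compounds plus 3 SD, cut at about 27% in these data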;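 also: 0% = acetylcholine EC80 with DMSO and 100% = DMSO without agonist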
Target sequence (P08912 whole entry, looked up): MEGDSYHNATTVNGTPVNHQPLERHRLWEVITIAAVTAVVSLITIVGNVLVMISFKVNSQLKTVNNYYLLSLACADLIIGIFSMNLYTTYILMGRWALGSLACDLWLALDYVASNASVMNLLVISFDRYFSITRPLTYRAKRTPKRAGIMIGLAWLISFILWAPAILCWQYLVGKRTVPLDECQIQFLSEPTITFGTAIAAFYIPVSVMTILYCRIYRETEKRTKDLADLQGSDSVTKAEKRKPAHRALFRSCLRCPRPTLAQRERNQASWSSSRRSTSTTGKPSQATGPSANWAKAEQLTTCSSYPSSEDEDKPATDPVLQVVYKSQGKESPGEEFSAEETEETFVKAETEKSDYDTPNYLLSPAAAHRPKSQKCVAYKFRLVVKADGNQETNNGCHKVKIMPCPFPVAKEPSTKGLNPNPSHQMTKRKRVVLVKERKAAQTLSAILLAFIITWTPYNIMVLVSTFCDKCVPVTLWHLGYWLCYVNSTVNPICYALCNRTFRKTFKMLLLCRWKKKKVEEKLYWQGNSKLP
TAAR1 antag = human TAAR1 antagonists, primary screen, Fluo-8 calcium fluorescence, CHO RD-HGA16 cells; Trace amine-associated receptor 1 (Homo sapiens), Q96RJ0; antagonist; inhibition, % at 3 µM; 360,000 compounds, 1.5% hits;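 active = inhibition above a per-plate cutoff, the mean inhibition of test compounds on that plate plus 3 SD, cut at about 49% in these data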;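 also: 0% = DMSO plus EC80 beta-PEA response and 100% = DMSO alone without agonist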
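Assay system: RD-HGA16 CHO cells with stable hTAAR1 and Gα16 / Reagent: EC80 β-phenethylamine stimulus / Doses: 3 µM, single point / Timing: dye loading 75 min at 37 °C, then 30 min room temperature / Measured by: Fluo-8 intracellular calcium dye fluorescence, real-time kinetic reads / Controls: vehicle wells and EC80 agonist wells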
M1 PAM parental = nonselective calcium activators in parental CHO-K1 cells, primary screen, counter-screen for M1 PAM project, cell-based, Fluo-8 calcium fluorescence, full deck, 1536-well; ATP EC20; 0% at ATP EC20, 100% at ATP max; activation, % at 3 µM; 360,000 compounds, 0.02% hits; AID 602247, 2012;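 active = activation above the run cutoff, the mean activation of all test compounds plus 3 SD, cut at about 40% in these data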;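 also: peak over basal fluorescence ratio in a 140 s read after ATP addition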
CRFR2-BP ag = agonists of CRF-BP/CRF-R2 complex, primary screen, cell-based, HEK293, calcium dye fluorescence, uHTS; CRF-binding protein / CRF receptor 2 complex (human); calcium dye fluorescence (FLIPR); percent of saturating CRF peptide response; activation, % at 13.2 µM; 350,000 compounds, 0.46% hits;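 active = activation of at least 50%, plus an integration ratio under a set limit after plate pattern correction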;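 also: plate controls were neutral control wells without compound for no effect and CRF at EC100 for full effect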
M4 PAM = human M4 muscarinic receptor positive allosteric modulators, primary screen, CHO-K1 cells, Fluo-8 calcium fluorescence. Muscarinic acetylcholine receptor M4 (Homo sapiens), P08173. CHO-K1 hM4/Gqi5, ACh EC20; 0% = ACh EC20, 100% = maximal ACh. activation, % at 3 µM. 360,000 compounds, 0.4% hits. AID 624126, 2012;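 active = activation above its plate's cutoff, the mean activation of sample wells plus 3 SD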; also: some results filed as inactive read as strong as hits
CRFR2-BP antag = antagonists of CRF-BP/CRF-R2 complex, primary screen, cell-based, HEK293, calcium dye fluorescence, uHTS | AID 588475, 2011 | inhibition, % at 11.8 µM | 350,000 compounds, 0.59% hits | CRF-induced calcium fluorescence;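 active = inhibition of the ligand-induced calcium signal above about 50% at the single tested concentration, limit read from the data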
M5 PAM = human M5 muscarinic receptor positive allosteric modulators, primary screen, CHO-K1 cells, Fluo-8 calcium fluorescence; CHO-K1 hM5, ACh EC20 PAM; 0% = ACh EC20, 100% = ACh EC100; activation, % at 3 µM; 360,000 compounds, 0.3% hits;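 active = activation above the run cutoff, the mean activation of all test compounds plus 3 SD, cut at about 18% in these data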
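system = human M5 receptor in CHO-K1 cells | reagent = EC20 acetylcholine as agonist stimulus | compound dosing = single-point, 3 µM nominal | incubation = Fluo-8 loading 80 min at 37 °C plus 30 min room temperature | detection = Fluo-8 calcium dye fluorescence, kinetic read | benchmarks = low control EC20 acetylcholine (0%), high control EC100 acetylcholine (100%)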
CHRM5 agonist = human M5 muscarinic receptor agonists, primary screen, CHO-K1 cells, Fluo-8 calcium fluorescence | 360,000 compounds, 0.19% hits | AID 624037, 2012 | Muscarinic acetylcholine receptor M5 (Homo sapiens), P08912 | CHO-K1 hM5 cells; 0% DMSO wells, 100% maximal acetylcholine response | activation, % at 3 µM;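 active = activation above the run's mean over test compounds plus 3 SD, cut at about 23% in these data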;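 also: signal is peak over basal fluorescence ratio across the kinetic read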
An asterisk follows results filed as active; / = not tested or not shown.

SMILES	TAAR1 ag	M5 antag	TAAR1 antag	M1 PAM parental	CRFR2-BP ag	M4 PAM	CRFR2-BP antag	M5 PAM	CHRM5 agonist
O=C(CNC(=O)c1sc2ccccc2c1Cl)NCc1cccc(C(F)(F)F)c1	0	3	-14	-21	-0.5	6	-2	2	0
CN=C(Nc1cc(Cl)ccc1Cl)SC1CC(=O)N(c2ccc(C(=O)OC)cc2)C1=O (stereo not drawn)	5	8	2	16	1.6	9	-15	-3	0
Cc1ccc(C(=O)Nc2cccc(C(=O)N/N=C/c3ccc(O)cc3)c2)cc1	-2	10	39	18	0.2	-4	-11	-4	0
CCCN1CCN(CCCNC(=O)C2CCCN(c3nc4ccc(OCC)cc4s3)C2)CC1 (stereo not drawn)	-1	1	-22	-2	-2.3	-2	15	-2	-5
COc1ccc2[nH]c(=O)c(C(c3nnnn3C3CCCCC3)N3CCN(C)CC3)cc2c1 (stereo not drawn)	12	-4	-18	25	2.0	14	-18	-1	-4
O=C(/C=C/c1ccc(F)cc1)NCc1cccs1	-1	-1	0	20	1.5	-1	17	-2	-2
C[C@@H]1CCCCO[C@H](CN(C)S(=O)(=O)c2ccccc2)[C@@H](C)CN([C@H](C)CO)C(=O)c2cc(NC(=O)Cc3ccccc3)ccc2O1	5	4	-5	23	2.0	1	-15	4	0
COc1ccccc1CCC(=O)Nc1nccs1	1	-4	7	21	1.1	8	0	3	-2
O=C(c1cccc(Cl)c1)N1CCN(C(=O)c2ccccc2F)CC1	5	-3	-23	13	-0.7	-1	-13	-7	-1
O=C(COc1ccc(/C=N/NS(=O)(=O)c2ccccc2)cc1)Nc1ccccc1	0	5	4	-4	-2.2	15	-13	17	2

Not a retest: entries from further up.
SMILES	TAAR1 ag	M5 antag	TAAR1 antag	M1 PAM parental	CRFR2-BP ag	M4 PAM	CRFR2-BP antag	M5 PAM	CHRM5 agonist
O=C(CNC(=O)c1sc2ccccc2c1Cl)NCc1cccc(C(F)(F)F)c1	0	3	-14	-21	-0.5	6	-2	2	0
CN=C(Nc1cc(Cl)ccc1Cl)SC1CC(=O)N(c2ccc(C(=O)OC)cc2)C1=O (stereo not drawn)	5	8	2	16	1.6	9	-15	-3	0
Cc1ccc(C(=O)Nc2cccc(C(=O)N/N=C/c3ccc(O)cc3)c2)cc1	-2	10	39	18	0.2	-4	-11	-4	0
CCCN1CCN(CCCNC(=O)C2CCCN(c3nc4ccc(OCC)cc4s3)C2)CC1 (stereo not drawn)	-1	1	-22	-2	-2.3	-2	15	-2	-5

Further results follow:
SMILES	TAAR1 ag	M5 antag	TAAR1 antag	M1 PAM parental	CRFR2-BP ag	M4 PAM	CRFR2-BP antag	M5 PAM	CHRM5 agonist
O=C(NCCCN1CCOCC1)C(c1ccccc1)c1ccccc1	2	2	-29	3	0.6	2	7	-4	-22
Cc1cc(-c2ccccc2)oc(=O)c1NC(=O)c1ccccc1	1	-8	19	2	-1.3	-4	11	-10	-7
COc1cccc(NS(=O)(=O)c2cc3[nH]c(=O)c(=O)[nH]c3cc2C)c1	0	2	-21	20	-0.8	7	5	3	-4
CN(C)Cc1ccccc1CCc1ccccc1	3	30*	-11	-3	0.1	-14	11	-29	-18
CCC(C)NC(=O)CN1c2cccc3cccc(c23)S1(=O)=O (stereo not drawn)	-1	0	5	7	-2.7	1	-20	1	0
CCOC(=O)c1cn2ccc(C)cc2n1	6	-1	-24	-12	-1.6	3	1	-2	-3
Cc1[nH]c2ccccc2c1CCNC(=O)c1c(N)no[n+]1[O-]	1	-2	-18	1	2.7	14	8	1	-6
CCOc1ccc(C(C)(O)CN2CCOCC2)cc1 (stereo not drawn)	5	-3	3	1	-1.1	5	14	2	-5
CCC(C)/C(C)=N/NC(=O)CNS(=O)(=O)c1ccc([N+](=O)[O-])cc1 (stereo not drawn)	4	-3	4	1	0.4	-3	-23	2	5
Cc1ccc(-c2csc(NCCc3nc4cc(Cl)c(Cl)cc4n3CCOCCO)n2)cc1	6	14	21	-3	-0.6	-1	2	-9	-4
CCc1ccccc1NC(=S)NC1CC2CCCC(C1)N2Cc1cccs1 (stereo not drawn)	8	14	-15	23	-0.3	-8	-7	-14	-6
C#CCOCCOCCOCCNc1nc(N2CCN(C(=O)[C@H](CCC(=O)O)n3cc([C@@H](N)[C@H](C)CC)nn3)CC2)nc(N2CCN(C(=O)[C@H](CCCCN)n3cc([C@@H](N)CC(N)=O)nn3)CC2)n1	1	-4	-27	12	2.2	-3	5	0	2
O=C(NCC(=O)N1CCN(c2ccccc2O)CC1)c1ccc2c(c1)OCO2	2	-2	-3	-11	-2.5	-4	-3	-1	0
O=C(c1ccc(Cl)cc1)C1CCN(C(=O)c2ccc(F)cc2)CC1	7	13	14	-1	1.0	-10	-14	-12	5
CC(=O)Nc1c2c(nn1-c1ccccc1)CS(=O)C2 (stereo not drawn)	2	1	0	22	1.3	5	0	-2	-5
COc1ccc(C(CNC(=O)CCNS(=O)(=O)c2ccc(Br)cc2)N2CCOCC2)cc1 (stereo not drawn)	8	6	-9	18	0.3	3	0	6	-2
COc1ccc(CNC(=O)C2CC(=O)N(c3ccc(OCC(=O)N4CCCCC4)cc3)C2)cc1 (stereo not drawn)	3	-3	4	13	-0.4	4	5	-6	0
O=C(CCCCCn1c(=S)[nH]c2ccsc2c1=O)NC1CCCCC1	1	11	-8	17	-1.7	4	-6	-6	-3
CC(C)(C)OC(=O)N1CCN(C(=O)c2nc[nH]c2C(=O)N2CCN(c3ccccc3)CC2)CC1	4	7	-9	1	0.2	15	1	8	1
CCOC(=O)C1=NNC(C(=O)OCC)C1c1ccccc1 (stereo not drawn)	-1	-14	7	17	-0.3	4	15	3	5
CCc1cc(/C(Cc2ccccn2)=N\Nc2ccccc2)c(O)cc1O	0	2	-8	5	-0.5	-5	0	5	-3
O=C(CSc1cnc2ccccc2n1)c1ccc(F)cc1	2	4	6	9	3.3	0	11	-8	2
COc1cccc(-c2cc(C(=O)Nc3cc(C)nn3-c3ccccc3)no2)c1	8	5	0	20	-0.1	4	5	-1	-2
CCC(C)[C@H](NC(=O)[C@H](Cc1ccccc1)n1c(=O)[nH]c2ccccc2c1=O)C(=O)N1CCC(C(=O)O)CC1 (stereo partly drawn)	0	1	-4	22	-0.3	-1	0	0	3
Cc1ccc(C(=O)NC(Cc2cccc(C(F)(F)F)c2)C(=O)O)cc1 (stereo not drawn)	0	2	-1	14	-1.0	10	-4	-2	0
COc1ccc(NC(=O)Nc2ccc3c(c2)C(=O)N([C@@H](C)CO)C[C@@H](C)[C@@H](CN(C)CC2CCCCC2)O3)cc1	0	16	-3	11	-2.3	-5	-5	-20	-11
Cn1cccc1C(=O)C(=O)Nc1cccc(Cl)c1Cl	16	10	-27	18	6.1	21	-27	6	-2
COc1ccccc1C(=O)NCCC(=O)N1CCN(S(=O)(=O)c2ccccc2C(F)(F)F)CC1	1	0	-21	18	-1.4	-2	4	2	-4
CC(O)(c1cccc(F)c1)c1nc(-c2ccncc2)cs1 (stereo not drawn)	0	5	8	3	/	2	/	-5	1
O=C(C[n+]1ccccc1)NNc1ccccc1	0	4	0	-1	-1.2	1	0	8	-9
COC(=O)C1=C(C)NC(=O)NC1c1ccc(-c2ccccc2Cl)o1 (stereo not drawn)	6	11	7	17	0.4	0	-8	-1	-1
O=C1C2CC=CCC2C(=O)N1c1nc2n(n1)C(c1ccccc1)CC(c1ccccc1)N2 (stereo not drawn)	9	0	22	6	1.8	-2	3	2	4
O=C(C[C@@H]1C/C=C\C[C@@H](NC(=O)OCC2c3ccccc3-c3ccccc32)C(=O)OC[C@@H](Cc2ccccc2)NC1=O)NCCO	18	13	-4	12	-1.3	-4	11	-5	1
Cc1ccc(C(=O)N2CCN(C)CC2)cc1[N+](=O)[O-]	3	2	-1	-7	-0.3	0	1	2	1
CN1CCN(c2ccc(NC(=O)COc3ccc4ccccc4c3)cc2)CC1	29	10	12	32	0.1	-6	0	-6	-5
Cc1cc(C(F)F)n2nc(C(=O)Nc3ccccc3F)nc2n1	11	4	-3	10	-3.4	6	6	0	0
COc1ccccc1C(C)NCC(=O)NCC(=O)Nc1ccc(F)c(F)c1F (stereo not drawn)	3	-10	7	-15	1.6	2	-7	6	1
COC(=O)C1=C(C)N(C)C(=O)/C1=C\c1ccco1	8	-5	9	18	-2.7	4	5	10	-7
COc1ccc(N(CC(=O)NC2CCCCCC2)S(=O)(=O)c2ccccc2)cc1Cl	-2	4	-6	2	1.9	5	-17	2	-3
CCNC(=O)N(CC)C[C@H]1N[C@@](Cc2ccccc2)(C(=O)OC)[C@H]2C(=O)N(Cc3ccccc3)C(=O)[C@@H]12	1	4	5	22	-2.1	0	4	-3	1
CCOc1ccc(S(=O)(=O)N2CCC(C(=O)OCc3ccc(OC)cc3)CC2)cc1	2	3	4	-23	4.7	-3	12	-13	1
OC(c1ccccc1)(c1nc(-c2cccc3cccnc23)cs1)C(F)(F)F (stereo not drawn)	1	2	-5	12	/	-4	/	-5	-3
CCCCCC(=O)Nc1cccc(S(=O)(=O)NC2=NCCCCC2)c1	5	0	-29	10	0.3	5	2	-1	-1
CC(C)(C)OC(=O)C[C@@H]1C/C=C\C[C@@H](CC(=O)N[C@H](CO)Cc2ccccc2)C(=O)N2CCC[C@H]2COC1=O	22	12	67*	-15	-0.2	-5	-6	-29	6
O=C1CN(S(=O)(=O)c2ccccc2)c2ccccc2N1	4	11	-30	-8	-1.3	-12	-27	-2	4
Cc1ccccc1NC(=S)NC(C)C(c1cccs1)N1CCOCC1 (stereo not drawn)	0	0	-10	13	-2.5	5	-30	-2	1
Cc1[nH]nc(SCC(=O)NCc2ccccc2)c1[N+](=O)[O-]	-3	13	1	19	-0.6	2	18	-10	-2
Cc1cccc(-c2nc(CNC(=O)c3ccco3)cs2)c1	5	-14	-5	-13	1.2	-3	-4	13	-4
CSc1nnc(-c2sccc2-n2cccc2)o1	3	4	21	25	-0.6	1	-18	4	-1
CCN1CCN(c2nc(N)c([N+](=O)[O-])c(Nc3ccc(C)cc3)n2)CC1	0	7	8	15	-1.2	-7	-44	-2	-4

Source: PubChem
